D2 PAM: positively modulates the human D2 dopamine receptor allosterically; potentiation, % at 10 µM; HEK293 T-REx D2, calcium flux, EC20 dopamine potentiation; P14416; AID 485347; hit rate 0.34% among 340,000;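 active = potentiation over 3 SD above the plate norm, cut at about 30% in these data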; also: 0% is about no effect
Target sequence (P14416 whole entry, looked up): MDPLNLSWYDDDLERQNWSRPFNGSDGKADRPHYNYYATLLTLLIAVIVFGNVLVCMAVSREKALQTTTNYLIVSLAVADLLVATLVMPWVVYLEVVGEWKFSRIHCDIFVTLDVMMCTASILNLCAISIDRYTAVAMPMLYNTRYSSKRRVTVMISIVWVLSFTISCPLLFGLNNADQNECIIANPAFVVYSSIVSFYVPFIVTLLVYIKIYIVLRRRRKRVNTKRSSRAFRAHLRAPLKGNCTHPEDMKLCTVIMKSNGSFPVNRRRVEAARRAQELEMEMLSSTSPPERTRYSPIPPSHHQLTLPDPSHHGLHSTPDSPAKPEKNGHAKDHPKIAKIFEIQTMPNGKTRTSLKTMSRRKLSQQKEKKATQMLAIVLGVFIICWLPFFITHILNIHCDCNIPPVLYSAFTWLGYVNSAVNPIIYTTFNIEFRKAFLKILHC
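Cells plated with tetracycline inducer and held overnight at 30 C; calcium dye loaded 30–90 min at room temperature; baseline taken, compound added and read 180 s; EC20 dopamine then added and read 180 s.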
D1 potentiator: enhances dopamine response at the human D1 receptor. hit rate 0.036% among 360,000. AID 504651. P21728. HEK293 TREx D1 cells, calcium flux, dopamine EC20 potentiation. potentiation, % at 10 µM; in the data active = potentiation above about 30%; also: 0% is about no effect
Target sequence (P21728 whole entry, looked up): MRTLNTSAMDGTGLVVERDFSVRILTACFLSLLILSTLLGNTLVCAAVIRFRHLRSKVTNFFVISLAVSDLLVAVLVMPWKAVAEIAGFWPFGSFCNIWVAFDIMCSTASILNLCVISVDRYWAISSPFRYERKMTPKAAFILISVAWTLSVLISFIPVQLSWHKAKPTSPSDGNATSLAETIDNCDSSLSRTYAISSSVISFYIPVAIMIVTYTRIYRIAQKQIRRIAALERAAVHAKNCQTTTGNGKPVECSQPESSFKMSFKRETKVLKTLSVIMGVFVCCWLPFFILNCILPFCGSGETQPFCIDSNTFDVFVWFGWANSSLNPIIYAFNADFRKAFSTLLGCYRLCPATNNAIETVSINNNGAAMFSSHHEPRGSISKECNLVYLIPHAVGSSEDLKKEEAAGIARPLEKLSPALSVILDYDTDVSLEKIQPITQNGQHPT
D1 ag: human D1 receptor agonism; hit rate 1% among 360,000; AID 504660; activation, % at 2 µM; HEK293 T-REx D1 cells, calcium flux, agonist mode; P21728; in the data active = activation above about 30%; also: 0% is about no effect
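Tetracycline-induced HEK293 TREx D1 cells, force-coupled to calcium signalling, were dye-loaded with a no-wash calcium kit. Compound was pin-added after a 10 s baseline. Fluorescence was read kinetically at 1 cycle/s for 180 s, with calcium rises flagged as agonism.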
D1 antagonist: antagonists of human D1 dopamine receptor; HEK293 TREx D1 cells, calcium flux, dopamine EC80; stronger effect = lower value; hit rate 3.2% among 360,000; AID 504652; activity change, negative = inhibition, % at 10 µM; in the data active = activity change below about -30%; also: % is scaled to controls: 0 for no effect and ±100 for the full control effect
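Allosteric or orthosteric antagonism assessed as attenuation of the calcium response to EC80 dopamine, added 180 s after compound, in induced HEK293 Trex D1 cells loaded with no-wash calcium dye.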
TRHR ag: agonists of human TRH receptor; TRHR cells, calcium flux fluo-8, FDSS agonist mode; activation, % at 2 µM; hit rate 0.18% among 360,000; AID 493084; in the data active = activation above about 30%; also: 0% is about no effect
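In this calcium-flux screen, cells bearing human TRHR are dye-loaded with fluo-8, baselined for 10 cycles, then exposed to library compounds; positive kinetic calcium responses during the agonist phase mark hits, with TRH as control.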
TRHR enhancer: allosterically enhances the human TRH receptor; P34981; TRHR cells, fluo-8 calcium fluorescence, EC20 TRH enhancement; enhancement, % at 2 µM; hit rate 0.66% among 360,000; in the data active = enhancement above about 30%; also: 0% is about no effect
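TRHR-expressing cells loaded with fluo-8 calcium dye were read kinetically (ex 480/em 530) during compound addition, then stimulated with an EC20 of TRH (10 nM final). Enhancement of the Gq-mediated intracellular calcium response was scored.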
Anesthetic bind: binds horse apoferritin like a general anesthetic; P02791; apoferritin/1-aminoanthracene competitive binding, fluorescence; Potency, µM (titrated, usually from 77.5 µM), inactives show at the top dose activity change, negative = displacement, hits mostly inhibitors; hit rate 0.074% among 350,000; also: potency is read from the fitted curve at half-maximal effect; % is scaled to controls: 0 for no effect and ±100 for the full control effect; nearly all actives have a fitted effect of over 20% in size
Target sequence (P02791 2-175 limits assumed): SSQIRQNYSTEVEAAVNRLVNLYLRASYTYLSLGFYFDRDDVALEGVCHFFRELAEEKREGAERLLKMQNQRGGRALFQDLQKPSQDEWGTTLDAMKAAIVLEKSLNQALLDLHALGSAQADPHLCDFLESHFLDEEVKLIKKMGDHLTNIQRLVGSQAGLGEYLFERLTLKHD
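10 uM apoferritin + 50% sat. 1-AMA, PBS; cpd 10 min RT; Ex380/Em535 endpoint; normalized to free probe vs complex; 4-param Hill fit; propofol titration as pos. ctrl.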
RXFP1 ag: agonists of human relaxin receptor RXFP1; HEK293T-RXFP1 cAMP TR-FRET, 30 min; response scale: percent of porcine relaxin response, buffer zero; Potency, µM (titrated, usually from 57.5 µM), without a hit: top-dose activation, most hits filed as activators; hit rate 0.3% among 370,000; AID 2676; also: potency is read from the fitted curve at half-maximal effect; % is scaled to controls: 0 for no effect and ±100 for the full control effect; nearly all actives have a fitted effect of over 60% in size; many of its hits are not listed in these tables
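cAMP rise read by TR-FRET after 30 min, 37C compound exposure (up to 58 uM) in RXFP1-transfected HEK293 cells with Ro 20174 present. EC50 from Hill-equation fits, with 29 nM porcine relaxin as 100% and buffer as basal.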
RXFP1 antagonist: blocks the human relaxin receptor RXFP1. hit rate 0.59% among 350,000. activity change, negative = inhibition, % at 57.5 µM. HEK293-RXFP1, relaxin-stimulated cAMP HTRF, 30 min; stronger effect = lower value;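 active = activity change of -60% or lower, but not beyond a set lower limit; inconclusive = change between -60% and -40%, or beyond the set limit; inactive = change above -40%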; also: % is scaled to controls: 0 for no effect and ±100 for the full control effect
* = called active by the depositor; ? = inconclusive; . = no result given; & = joins results of further samples; [ ] = dose if it differs, or a comment. Unless noted, calls follow the shape of the dose curve; as a rule, active = well fitted curve in the direction sought with a large enough effect; inconclusive = small, poorly fitted or top-dose-only effect, or another doubt; inactive = no such curve, though single readings can be large; an effect the other way counts as inactive or inconclusive.

SMILES	D2 PAM	D1 potentiator	D1 ag	D1 antagonist	TRHR ag	TRHR enhancer	Anesthetic bind	RXFP1 ag	RXFP1 antagonist
CCOC(=O)C1CCN(S(=O)(=O)c2ccc3c(c2)N(C)C(=O)CC(=O)N3C)CC1	7&16	-1&-4	-1&0	26&-3	0.4&0.3	0&2	-5%&-1%	0.0%&0.6%	24&-11
COc1ccc(NC(=O)Nc2cccc(-c3cn4cccnc4n3)c2)cc1	-1	-2	-1	-1	-1.3	-4	-1%	3.3%	.
Cc1cc(=O)[nH]c(SCC(=O)Nc2ccnc3ccccc23)n1	-3	9	0	17	0.1	3	-8%	6.3%	-11
CCn1c(=O)c2sccc2n2c(CCCC(=O)Nc3ccc(Oc4ccccc4)cc3)nnc12	-5	0	4	-3	-0.1	8	-5%	3.2%	-3
O=S(=O)(c1cccc(S(=O)(=O)N2CCC(Cc3ccccc3)CC2)c1)N1CCOCC1	.	-5	4	7	0.6	2	1%	-1.4%	1
Cc1cccc(NC(=O)N2CCC3(CC2)Oc2ccccc2C(=O)N3Cc2ccccc2F)c1C	-6	1	1	4	1.2	4	4%	-1.8%	5
O=C(NCc1ccco1)c1cc2ccccc2c(=O)o1	13	-3	4	4	-0.9	-6	-14%	1.7%	3
Cc1cc(C)c2c(N)c(C(=O)Nc3c(C)n(C)n(-c4ccccc4)c3=O)sc2n1	3	-2	7	-10	-1.1	-2	7%	0.3%	2
c1cc(-c2ccncc2)ccn1	-8	-4	0	-23	0.7	-4	4%	2.9%	0
O=C(COC(=O)c1ccc([N+](=O)[O-])s1)NCc1ccc(F)cc1	-1	-4	3	-23	-0.5	0	-6%	0.6%	3
O=C(CCCCn1c(=O)c2ccccc2n(CC(=O)Nc2ccc(F)cc2)c1=O)NCc1ccco1	10	-5	-3	16	-0.7	5	-4%	-0.6%	-3
COc1ccc(C2NC3=C(CCC3)C3(C#N)C(OC)(OC)N=C(N)C23C#N)cc1 (stereo not drawn)	14	-3	3	5	0.3	-2	-3%	0.6%	-4
O=C(O)c1cc(Nc2nc(N3CCOCC3)nc(N3CCOCC3)n2)ccc1Cl	.	-6	2	-2	0.6	8	3%	1.5%	7
c1ccc(COc2ccc3nocc3c2)cc1	24	-11	6	-24	-0.5	9	.	-0.2%	.
CC1CCC(NC(=O)c2ccc(NC3=NC4CS(=O)(=O)CC4S3)cc2)CC1 (stereo not drawn)	-1	-1	2	-26	0.7	1	-13%	0.0%	4
CCOc1ccc(Br)cc1C1=CC(=O)C[C@H](c2ccc(OC)cc2)C1	8	-6	3	.	-0.3	-1	.	3.4%	.
COc1ccc(S(=O)(=O)CC(=O)c2cc3cccc(C)c3oc2=O)cc1	2	2	0	1	0.2	-9	-20%	1.8%	-10
O=C(CCCn1c(=S)[nH]c2cc3c(cc2c1=O)OCO3)N1CCN(c2ccc(Cl)cc2)CC1	-2	5	2	11	0.6	1	-18%	2.2%	-116*
COc1ccc(OC)c2[nH]c(=O)c(CCNS(=O)(=O)c3ccc(Cl)cc3)cc12	19	-1	5	-4	-1.5	7	-13%	-4.7%	-2
CCOCC(=O)Nc1ccc(Br)c(C)c1	-3	-17	0	-22	0.8	11	-17%	0.5%	6
CC1CCCC(C)N1/N=C/C=C/c1ccccc1[N+](=O)[O-] (stereo not drawn)	-3	-1	1	8	-0.8	9	?	0.7%	-13
O=C(COC(=O)c1ccc(S(=O)(=O)N2CCOCC2)cc1)Nc1nc(-c2ccccc2)cs1	-4	-4	4	-11	1.5	5	4%	-1.6%	0
O=C(Cc1cccs1)N/N=C/C=C\c1ccccc1[N+](=O)[O-]	-19	-1	2	1	-0.2	-4	-19%	6.3%	1
COc1ccc2c(c1OC)C(=O)N1C(C(=O)O)Cc3c([nH]c4ccccc34)C21 (stereo not drawn)	17	-6	1	0	0.6	3	102%[activator]	1.1%	1
c1ccc(CN2CCN(C3=Nc4cccc5cccc3c45)CC2)cc1	.	1	3	7	5.3	0	-11%	-0.9%	-6
CC(=O)N/C(=C\c1cccs1)C(=O)O	-3	-10	2	-19	0.1	5	-8%	0.1%	-5
CN(C(=O)c1ccc2c(c1)OCO2)C1(C(=O)NC2CCCCC2)CCCCC1	-13	-1	2	-18	-0.4	-2	-14%	-0.1%	0
Cc1cccn2c(CNC3CCCc4ccccc43)c(C(=O)N3CCOCC3)nc12 (stereo not drawn)	-10	0	1	11	-0.2	3	1%	-0.5%	-10
O=C(Cc1ccccc1)Nc1ccc(F)cc1	10	-6	2	-2	0.5	5	-12%	-3.4%	7
Cc1ccc(/C=N/NC(=O)C(=O)N/N=C/c2ccc(C)o2)o1	1	-2	-1	-31*	-1.8	1	-3%	-3.6%	-4
CCCCCCNC(=O)CCc1nc2cccnc2n1Cc1ccc(OC)cc1	1	4	2	-7	-0.3	-3	-6%	4.5%	4
O=C(CNc1cccc(S(=O)(=O)N2CCOCC2)c1)Nc1ccc(C(F)(F)F)cc1	1	-2	15	-13	0.5	7	.	0.8%	-2
COc1cccc(-n2c(=O)c3c4c(sc3n(Cc3ccccc3C#N)c2=O)CCCC4)c1	15	0	2	1	0.2	-7	10%	7.4%	4
O=C(CNC(=O)c1ccc(Oc2ccccc2)cc1)OC1CCCCC1=O (stereo not drawn)	.	-3	2	-17	-1.2	-12	-19%	1.0%	-17
Cc1ccc(C)c(N(CC(=O)NCC2CCCO2)C(=O)CCC(=O)Nc2nccs2)c1 (stereo not drawn)	13	7	1	7	-0.2	3	-4%	2.9%	-1
C[C@H](NS(=O)(=O)c1ccc2c(c1)OCCCO2)C(=O)N1CCN(Cc2ccc(C#N)cc2)CC1	-1	0	0	8	-0.2	-3	.	-3.1%	-4
COc1ccc(NC(=O)c2nc(SC)ncc2Cl)cc1	-1	2	2	-13	0.3	2	4%	2.0%	-2
Cc1ccc(NC(=O)CCC(=O)N/N=C/c2cccs2)cc1	.	-4	1	-2	0.1	-1	-23%	-1.8%	-14
O=C(NNC(=O)c1ccncc1)Nc1ccccc1	-6	-6	-2	-5	1.6	14	2%	0.7%	-3
CCn1c2c(c(=O)n3ncc(C(=O)Nc4ccc(F)c(Cl)c4)c13)CN(Cc1ccc(OC)cc1)CC2	0	-1	7	16	0.1	0	-1%	0.5%	-15
COc1ccc(N2C(=O)C3CCCN3C2c2ccccc2)cc1Cl (stereo not drawn)	-1	-4	4	2	1.0	-2	-9%	4.6%	-3
CCn1c(=O)n(CC)c2cc(N3CCCC3)c(NC(=O)c3ccc(F)cc3)cc21	1	0	0	21	0.8	-2	29%	1.3%	3
COc1ccc(CN2CCSCC2)cc1C	-5	-6	2	-12	4.9	0	?	0.1%	-32
CC(=O)/C(C=Nc1noc(C)c1Br)=C(\C)O	7	1	2	0	-1.3	16	3%	-0.3%	-5
O=C1CCCC(O)=C1N=Nc1ccc(Cl)c(Cl)c1	8	-2	20	-28	0.6	-6	-14%	0.6%	-7
CCCCOC(=O)n1c(=O)oc2ccccc21	-11	-5	0	1	-0.6	2	-14%	2.0%	-1
O=Cc1ccc(OCC(=O)N2CCOCC2)cc1	-2	-1	2	-2	0.6	-3	-5%	0.7%	-10
CC1(C)Cc2c(c(-c3ccco3)[nH]c(=O)c2C#N)CS1	4	1	-1	-2	0.8	-1	-3%	-0.3%	-3
Cn1c(=O)c2c(nc(N3CCOCC3)n2Cc2cccc(Br)c2)n(C)c1=O	-8	-4	0	6	-1.4	8	-1%	5.8%	-7
Nc1nnc(SCC(=O)c2cccc([N+](=O)[O-])c2)s1	.	0	3	-1	0.1	-7	-18%	9.6%	8
O=C(c1cc2c(ccc3ccccc32)oc1=O)N1CCCC1	4	-2	-1	3	-0.6	0	212%[activator]	3.5%	9

Rewritten with two lines to a compound: part of the list above
Order of results: D2 PAM, D1 potentiator, D1 ag, D1 antagonist, TRHR ag, TRHR enhancer, Anesthetic bind, RXFP1 ag, RXFP1 antagonist
O=C(CNC(=O)c1ccc(Oc2ccccc2)cc1)OC1CCCCC1=O (stereo not drawn)
    ., -3, 2, -17, -1.2, -12, -19%, 1.0%, -17
Cc1ccc(C)c(N(CC(=O)NCC2CCCO2)C(=O)CCC(=O)Nc2nccs2)c1 (stereo not drawn)
    13, 7, 1, 7, -0.2, 3, -4%, 2.9%, -1
C[C@H](NS(=O)(=O)c1ccc2c(c1)OCCCO2)C(=O)N1CCN(Cc2ccc(C#N)cc2)CC1
    -1, 0, 0, 8, -0.2, -3, ., -3.1%, -4
COc1ccc(NC(=O)c2nc(SC)ncc2Cl)cc1
    -1, 2, 2, -13, 0.3, 2, 4%, 2.0%, -2
Cc1ccc(NC(=O)CCC(=O)N/N=C/c2cccs2)cc1
    ., -4, 1, -2, 0.1, -1, -23%, -1.8%, -14
O=C(NNC(=O)c1ccncc1)Nc1ccccc1
    -6, -6, -2, -5, 1.6, 14, 2%, 0.7%, -3
CCn1c2c(c(=O)n3ncc(C(=O)Nc4ccc(F)c(Cl)c4)c13)CN(Cc1ccc(OC)cc1)CC2
    0, -1, 7, 16, 0.1, 0, -1%, 0.5%, -15
COc1ccc(N2C(=O)C3CCCN3C2c2ccccc2)cc1Cl (stereo not drawn)
    -1, -4, 4, 2, 1.0, -2, -9%, 4.6%, -3
CCn1c(=O)n(CC)c2cc(N3CCCC3)c(NC(=O)c3ccc(F)cc3)cc21
    1, 0, 0, 21, 0.8, -2, 29%, 1.3%, 3
COc1ccc(CN2CCSCC2)cc1C
    -5, -6, 2, -12, 4.9, 0, ?, 0.1%, -32
CC(=O)/C(C=Nc1noc(C)c1Br)=C(\C)O
    7, 1, 2, 0, -1.3, 16, 3%, -0.3%, -5
O=C1CCCC(O)=C1N=Nc1ccc(Cl)c(Cl)c1
    8, -2, 20, -28, 0.6, -6, -14%, 0.6%, -7
CCCCOC(=O)n1c(=O)oc2ccccc21
    -11, -5, 0, 1, -0.6, 2, -14%, 2.0%, -1
O=Cc1ccc(OCC(=O)N2CCOCC2)cc1
    -2, -1, 2, -2, 0.6, -3, -5%, 0.7%, -10
CC1(C)Cc2c(c(-c3ccco3)[nH]c(=O)c2C#N)CS1
    4, 1, -1, -2, 0.8, -1, -3%, -0.3%, -3

Screening results: PubChem, National Center for Advancing Translational Sciences (NCATS)

Not all compounds are listed (hit frequency here may not be typical).
